BH1578 lux ind: quorum light induction in luxS cqsA deficient V. cholerae | V. cholerae BH1578 lux reporter, luminescence, 6 h | activation, % at 18.7 µM | 350,000 compounds, 0.16% hits; in the data active = activation mostly above about 9.7%, no sharp cut-off; inconclusive = no clear call, values can overlap the other calls; inactive = mostly below about 3.7%; also: not every result past the cut was called active; inactives centre near 0; reference of the scale not given here
PfHsp40 rescue: restores yeast growth despite PfHsp40 toxicity; S. cerevisiae expressing PfHsp40, growth rescue, ATP luminescence; growth rescue, % at 12.5 µM; 340,000 compounds, 0.68% hits; in the data active = growth rescue above about 28%, passing the limit was not always enough; inconclusive = no clear call, values can overlap the other calls;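 also: yeast W303a lacking pdr1 and pdr3 grown in galactose medium; growth measured after three days at 30 °C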
TcdB GH inh: inhibitors of Clostridioides difficile toxin B glycohydrolase; P18177; TcdB glycohydrolase enzymatic assay, plate reader; inhibition, % at 9.99 µM; 350,000 compounds, 0.24% hits; in the data active = inhibition above about 10%
FBA Mtb inh: inhibits M. tuberculosis FBA enzyme; P9WQA3; purified M. tuberculosis FBA, fluorescence read-out; inhibition, % at 1 µM; 360,000 compounds, 2.3% hits; AID 588726; in the data active = inhibition above about 27%;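 also: 0% = vehicle and 100% = reference inhibitor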
Target sequence (P9WQA3 whole entry, looked up): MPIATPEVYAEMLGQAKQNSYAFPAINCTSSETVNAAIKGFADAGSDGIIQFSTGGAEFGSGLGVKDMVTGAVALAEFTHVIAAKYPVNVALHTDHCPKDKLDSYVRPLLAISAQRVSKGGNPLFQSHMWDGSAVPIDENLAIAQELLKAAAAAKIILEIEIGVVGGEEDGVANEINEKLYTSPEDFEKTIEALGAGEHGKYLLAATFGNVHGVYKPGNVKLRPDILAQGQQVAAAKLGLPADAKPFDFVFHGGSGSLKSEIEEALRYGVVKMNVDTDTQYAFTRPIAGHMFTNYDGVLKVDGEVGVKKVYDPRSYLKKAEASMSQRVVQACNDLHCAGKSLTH
GDH-TPI inh: GDH-TPI coupled enzyme inhibition counter-screen. inhibition, % at 4.8 µM. 360,000 compounds, 1.2% hits. GDH-TPI coupled enzyme counterscreen, NADH absorbance; in the data active = inhibition above about 30%;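 also: 0% = DMSO wells and 100% = wells lacking the enzyme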
Mtb BioA inh: blocks M. tuberculosis BioA enzyme activity | purified M. tuberculosis BioA enzyme, plate reader | inhibition, % at 9.99 µM | 360,000 compounds, 0.096% hits | AID 602481; in the data active = inhibition above about 40%; inconclusive = no clear call, values can overlap the other calls
Y pestis TopoI: Y. pestis Topo-I inhibition via cleavage products | Y. pestis Topo-I cleavage product accumulation, plate reader | activity, % at 10 µM | 360,000 compounds, 0.064% hits | AID 504884; in the data active = activity above about 50%, passing the limit was not always enough; inconclusive = no clear call, values can overlap the other calls; also: inactives centre near 2
UGM FP inh: inhibitors of M. tuberculosis UDP-galactopyranose mutase. purified UGM, fluorescence polarization probe displacement. inhibition, % at 10 µM. 320,000 compounds, 0.06% hits; in the data active = inhibition above about 10%, passing the limit was not always enough; inconclusive = no clear call, values can overlap the other calls
Target sequence (P9WIQ1 whole entry, looked up): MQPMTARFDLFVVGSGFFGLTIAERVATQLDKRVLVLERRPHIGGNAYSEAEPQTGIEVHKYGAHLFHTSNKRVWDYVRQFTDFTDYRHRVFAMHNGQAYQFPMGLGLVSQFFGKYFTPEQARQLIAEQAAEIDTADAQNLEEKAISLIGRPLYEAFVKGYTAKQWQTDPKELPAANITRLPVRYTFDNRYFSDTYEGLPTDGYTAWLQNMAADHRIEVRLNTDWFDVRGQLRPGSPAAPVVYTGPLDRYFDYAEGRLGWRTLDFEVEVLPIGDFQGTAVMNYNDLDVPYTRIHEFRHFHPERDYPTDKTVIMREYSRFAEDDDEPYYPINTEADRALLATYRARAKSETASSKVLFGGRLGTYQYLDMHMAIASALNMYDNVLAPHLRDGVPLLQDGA
FadD28 FP inh: inhibitors of Mycobacterium tuberculosis FadD28 bisubstrate binding; FadD28 bisubstrate probe binding, fluorescence polarization; inhibition, % at 12.5 µM; 360,000 compounds, 0.22% hits; AID 588549; in the data active = inhibition above about 8.5%, passing the limit was not always enough; inconclusive = no clear call, values can overlap the other calls
Numbers without * were called inactive; i = inactive; ? = inconclusive; . = not tested or not shown.

SMILES | BH1578 lux ind | PfHsp40 rescue | TcdB GH inh | FBA Mtb inh | GDH-TPI inh | Mtb BioA inh | Y pestis TopoI | UGM FP inh | FadD28 FP inh
Nc1nnc(-c2cccc(Cl)c2Cl)c(N)n1 | i | 0.2 | 1.1 | 1 | 8 | -2.9 | 4 | -0.4 | -1.0
CCOc1ccc(NC(=O)CN2C(=O)NC3(CCCCCC3)C2=O)cc1 | 0.3 | -1.3 | 7.8 | 3 | -2 | 1.5 | 2 | 1.6 | 2.0
COc1ccc(C(CNC(=O)Cc2ccccc2)N2CCCCC2)cc1 (configuration not stated) | -0.3 | 0.0 | 1.5 | 0 | -4 | 2.1 | -8 | 2.7 | -3.1
COc1ccc(C(CNC(=O)c2cccc(NC(=O)c3cccs3)c2)N2CCCC2)cc1 (configuration not stated) | -0.3 | 22 | 1.5 | 1 | -2 | 1.5 | -7 | -1.3 | -4.6
CC(C)(C)CC(C)(C)SSc1n[nH]c(=S)s1 | i | 0.4 | -0.3 | -1 | 12 | 0.3 | -3 | . | 0.7
CC(Sc1nnc(CN2CCCC2)n1Cc1ccccc1)C(=O)Nc1ccc(F)cc1Cl (configuration not stated) | 0.3 | 0.6 | 1.3 | 0 | -1 | 0.3 | 3 | . | -1.1
CC(=O)Nc1ccc(S(=O)(=O)N2CCN(S(=O)(=O)N3CCOCC3)CC2)cc1 | i | 4.9 | 1.1 | -1 | -10 | 1.2 | 1 | -1.1 | 1.1
CN(C)CCNC(=S)Nc1ccc(Cl)cc1Cl | i | -1.6 | 0.4 | -1 | 8 | . | 0 | -1.1 | -3.2
CC(/C=N\NC(=O)c1ccc2c(c1)OCO2)c1ccccc1 (configuration not stated) | 11 | -0.1 | 1.4 | 1 | -5 | 1.0 | 11 | 0.9 | -0.5
CCOc1ccc(-n2c(=O)c3sccc3n(CC(=O)Nc3cccc(OC)c3)c2=O)cc1 | -0.5 | 0.9 | 1.2 | 1 | 3 | . | -6 | -5.4 | ?
Cc1nnc(Nc2ccc(C(=O)O)cc2)[nH]c1=O | -1.0 | . | -0.1 | 1 | 5 | . | -9 | -1.1 | -1.7
Cc1cccc(OCCCC(=O)Nc2ccc(S(N)(=O)=O)cc2)c1C | -0.3 | -0.6 | . | 4 | -3 | . | -7 | -0.2 | -1.5
Cc1onc(-c2ccccc2)c1C(=O)/C=C/N(C)C | 0.7 | 0.4 | 0.1 | 1 | 6 | . | 4 | -0.5 | -3.4
Cc1[nH]c2ccccc2c1/C=N/NC(=O)c1cccc([N+](=O)[O-])c1 | i | 0.1 | 0.1 | -5 | 18 | . | -27 | 2.5 | -1.0
COc1cccc(C(=O)COc2ccc3c(C)c(Cc4ccccc4)c(=O)oc3c2)c1 | -0.1 | -1.4 | 0.4 | 7 | 6 | . | -4 | -0.5 | -1.5
CCCCc1cc(=O)oc2cc(C)cc(OCC(=O)NCC3CCC(C(=O)O)CC3)c12 (configuration not stated) | -0.2 | 1.6 | 1.2 | 67* | 2 | 0.9 | -9 | 4.5 | -4.0
COc1ccc(C2c3cc(OC)c(OC)cc3CCN2C(=O)c2ccccc2Br)cc1OC (configuration not stated) | -0.1 | 1.1 | 2.4 | 2 | 1 | 0.3 | -2 | -1.0 | -1.5
Cc1ccc2c(c1)N(CC(=O)Nc1ccccc1F)C(=O)C(C)O2 (configuration not stated) | -0.4 | 0.1 | 0.8 | 0 | -2 | 1.9 | -2 | . | -0.9
O=C(N/N=C/c1ccco1)c1cc(-c2ccc(Cl)cc2)n[nH]1 | -0.6 | 1.0 | -0.5 | -4 | 15 | . | -3 | 0.3 | -6.6
CCc1nc2c(OCc3ccccc3)cccn2c1N(C)C(=O)c1ccc(OC)cc1 | -0.3 | . | 1.9 | 1 | 12 | -0.2 | 25 | . | 0.3
CCOC(=O)C1=C(C)NC(C)=C(C(=O)OCC)C1C(=O)OCC(=O)N1CCc2ccccc2C1 | 3.1 | 1.1 | . | 4 | 0 | -0.2 | 14 | 2.8 | -3.0
O=C(NCC1CCCN1S(=O)(=O)c1cccs1)C(=O)Nc1cccc(F)c1 (configuration not stated) | -0.7 | -0.9 | 0.5 | 1 | 5 | -0.3 | 12 | 0.0 | -0.6
O=C1c2ccccc2-c2cccc(C(=O)N3CCCCCC3)c21 | i | -1.0 | . | 0 | 8 | -0.4 | 0 | -1.6 | -1.6
COC(C/C=C/[C@H](O)[C@H](C)OCc1ccccc1)OC | i | -0.6 | -5.1 | 1 | -7 | 0.4 | 4 | 3.3 | -3.5
Cc1cc(-c2cc(C(=O)Nc3ccccc3)on2)nc(NCC2CC2)n1 | -0.3 | 8.7 | -2.9 | 3 | 13 | -0.5 | 10 | 3.4 | -2.4
CC(C)(O)/C=C/C(=O)[C@](C)(O)C1[C@H](O)C[C@@]2(C)C3CC=C4C(C=C(O[C@@H]5O[C@H](CO)[C@@H](O)[C@H](O)[C@H]5O)C(=O)C4(C)C)[C@]3(C)C(=O)C[C@]12C (some centres not stated) | -0.5 | -0.8 | -6.8 | 3 | 13 | -0.9 | -10 | 5.5 | 1.1
COc1ccc(OS(=O)(=O)Cc2ccccc2)cc1 | i | -0.3 | 1.0 | 2 | 0 | -1.4 | 2 | -0.1 | -1.8
Cc1ccc(/C=N/NC(=O)c2nnn(-c3nonc3N)c2CN(C)C)s1 | 0.9 | 0.5 | 0.6 | 7 | 24 | 0.3 | 0 | -0.9 | -1.6
Cc1cc(O)c(C2=Nc3ccccc3SC(c3ccc(Cl)cc3)C2)c(=O)o1 (configuration not stated) | -0.3 | -0.9 | . | 4 | 10 | . | -7 | 0.2 | 0.7
CCC(C)(C)c1nnc(NC(=O)C2CC(=O)N(CCc3ccc(F)cc3)C2)s1 (configuration not stated) | -0.6 | 0.6 | 0.9 | -1 | -9 | 1.2 | 11 | -1.2 | -2.3
CCn1cc(C(=O)NCCCN2CC(C)CC(C)C2)c2cc(OC)c(OC)cc2c1=O (configuration not stated) | 0.7 | -2.0 | . | 1 | 4 | -0.4 | 8 | 2.2 | 0.6
CCOC(=O)C(=O)C1=C(N2CCOCC2)/C(=C\c2ccc(F)cc2)CC1 | i | -1.3 | 1.1 | -8 | 21 | . | 18 | -1.7 | -2.3
COc1ccc(S(=O)(=O)Nc2cccnc2)cc1 | 3.1 | -2.2 | 1.2 | 3 | 10 | . | 3 | 0.6 | -1.8
Cc1ccccc1NS(=O)(=O)c1ccc2[nH]c(=O)[nH]c2c1 | 0.5 | -0.2 | 1.1 | 1 | 1 | . | 4 | 4.1 | -2.8
CCc1nnc(NC(=O)NCN2C(=O)C3C4C=CC(C4)C3C2=O)s1 (configuration not stated) | -0.6 | 0.2 | . | 1 | 11 | -0.3 | 0 | 3.3 | -2.0
CCOC(=O)/C(=C\c1cn(C)c2ccccc12)[N+](=O)[O-] | -0.1 | -0.5 | -1.0 | -2 | -3 | . | 7 | -2.1 | -5.0

Reformatted as a markdown table: part of the list above
| Compound | BH1578 lux ind | PfHsp40 rescue | TcdB GH inh | FBA Mtb inh | GDH-TPI inh | Mtb BioA inh | Y pestis TopoI | UGM FP inh | FadD28 FP inh |
| --- | --- | --- | --- | --- | --- | --- | --- | --- | --- |
| CC(C)(O)/C=C/C(=O)[C@](C)(O)C1[C@H](O)C[C@@]2(C)C3CC=C4C(C=C(O[C@@H]5O[C@H](CO)[C@@H](O)[C@H](O)[C@H]5O)C(=O)C4(C)C)[C@]3(C)C(=O)C[C@]12C (some centres not stated) | -0.5 | -0.8 | -6.8 | 3 | 13 | -0.9 | -10 | 5.5 | 1.1 |
| COc1ccc(OS(=O)(=O)Cc2ccccc2)cc1 | i | -0.3 | 1.0 | 2 | 0 | -1.4 | 2 | -0.1 | -1.8 |

The listing continues.
SMILES | BH1578 lux ind | PfHsp40 rescue | TcdB GH inh | FBA Mtb inh | GDH-TPI inh | Mtb BioA inh | Y pestis TopoI | UGM FP inh | FadD28 FP inh
CC(C)c1ccc(S(=O)(=O)N2CCN(C(=O)C3CC3C)CC2)cc1 (configuration not stated) | i | -1.1 | 1.5 | -1 | -2 | -0.3 | 16 | 0.1 | -4.6
COc1ccccc1-c1noc2c1C(=O)N(Cc1cn(-c3ccc(Cl)cc3)nn1)CC2 | . | . | 0.4 | -1 | . | 0.1 | . | . | -3.4
COc1ccc(C=O)cc1COc1ccccc1F | i | -0.1 | . | -2 | 7 | 1.9 | -2 | -2.4 | -2.9
Brc1ccc(-c2noc(C3CCCCC3)n2)cc1 | -0.3 | -1.6 | 0.6 | 0 | 9 | . | -6 | 0.8 | -3.6
COc1ccc(NC(=O)C2CCN(C(=O)c3ccccc3)CC2)c(OC)c1 | i | 0.2 | 0.7 | 1 | 8 | -1.4 | 0 | 0.0 | 1.3
Cn1c(=O)c(Oc2ccc(Cl)cc2)c(O)c2ccccc21 | i | -0.8 | 0.5 | 9 | 7 | . | 2 | -0.6 | -1.9
CCOc1ccc(C)cc1-n1nc2ccccc2n1 | . | -1.3 | . | 0 | 5 | -0.8 | -1 | 2.5 | -3.5
CC(C)Cn1c(CCC(=O)O)ccc1-c1cccs1 | i | 0.4 | . | 22 | 6 | 0.4 | -1 | 1.5 | 0.1
CCCNC(=O)NC(=O)CSc1nc2cc(C(=O)OC)ccc2c(=O)n1-c1ccccc1 | i | -0.3 | . | 1 | -3 | -1.3 | -1 | 0.2 | -2.6
O=C(CC1C(=O)NCCN1C(=O)c1ccc([N+](=O)[O-])cc1)Nc1ccc(F)cc1 (configuration not stated) | i | -0.9 | 0.7 | 0 | 2 | 2.4 | 4 | 0.5 | -1.2
COc1ccc(OC)c(NC(=O)C2CCN(c3cc(-c4ccccc4)nc4ncnn34)CC2)c1 | -0.2 | -0.1 | . | 1 | 5 | 1.5 | 7 | . | 0.8
Cc1nn(C)c(Oc2ccc(Cl)cc2)c1C=O | -0.3 | 0.4 | . | -1 | 3 | -1.4 | 8 | 1.7 | 0.5
Cc1ccc(NC(=O)CCC(=O)c2cccs2)c(O)c1 | -0.5 | -0.5 | -1.1 | -5 | -13 | . | -2 | 1.1 | -3.6
O=C(c1ccc(F)c(S(=O)(=O)N2CCOCC2)c1)N1CCc2ccccc21 | -1.9 | 0.3 | 1.7 | 2 | -11 | 0.9 | 5 | -0.8 | -1.7
Cc1ccc([N+](=O)[O-])cc1NC(=O)CSc1nncc2ccccc12 | -0.5 | 2.8 | 0.7 | 1 | 3 | -1.6 | 4 | -0.7 | 0.0
COC(=O)c1c(NC(=O)C2CC2)sc2c1CCCC2 | 0.2 | -0.3 | 2.2 | 4 | 0 | 0.5 | 11 | 2.1 | -1.0
CCN1C(=O)[C@H]2[C@H]3CN=C(SCc4ccc(C(=O)OC)cc4)N3[C@@](C)(C(=O)OC)[C@H]2C1=O | -0.9 | 0.2 | 0.6 | -1 | 4 | 0.6 | 6 | . | -2.8
CCCCn1c(O)c(C(C)=NCCN2CCCCC2)c(=O)[nH]c1=O | -2.0 | -0.2 | . | -2 | 7 | -0.7 | 14 | 2.0 | 1.1
COc1ccccc1C(=O)N/C(=C\c1ccc(Br)cc1)C(=O)NCCC(=O)O | i | -1.0 | 2.2 | -4 | -3 | . | 1 | -0.2 | -3.4
O=C(COC(=O)c1ccc(O)cc1O)Nc1ncc(Cl)cc1Cl | -1.4 | 0.0 | 0.8 | 4 | 4 | . | -5 | -0.5 | -0.4
CC(=O)N1c2ccc(S(=O)(=O)N3CCC(C(=O)N4CCN(c5ccccc5F)CC4)CC3)cc2CC1C (configuration not stated) | -0.4 | -0.2 | 2.3 | 2 | 0 | -2.5 | 27 | 2.7 | -1.0
COc1ccc(C(c2nnnn2C2CCCCC2)N2CCN(c3ccc(OC)cc3)CC2)cc1 (configuration not stated) | -0.7 | 1.5 | . | -1 | 7 | -1.3 | 17 | -5.0 | -2.2
